BLM helicase inh: blocks DNA unwinding by human BLM helicase; recombinant BLM DNA unwinding, fluorescence dequenching; Potency, µM (titrated, usually from 56.1 µM), for the others: at the highest dose activity change, negative = inhibition, most hits filed as inhibitors; actives 0.2% (n = 350,000); AID 2528;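 further: potency means the concentration at half of the fitted maximal effect; plate controls were vehicle for no effect and no enzyme for full effect; nearly all actives have a fitted effect of over 35% in size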
POLI inh: blocks human DNA polymerase iota activity | Potency, µM (series often up to 115 µM), inactives show at the highest dose activity, negative = inhibition, hits mostly inhibitors | Pol iota fluorescent replication assay, 10 min | actives 1% (n = 390,000) | Q9UNA4; further: potency means the concentration at half of the fitted maximal effect
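Pol iota at 10 nM preincubated 15 min with compounds at room temperature; reaction started with fluorescent substrate, 50 nM final. Fluorescence read kinetically at 0 and 10 min; buffer-only wells as negative control.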
RXFP1 antag: antagonists of human relaxin receptor RXFP1 | AID 1259400 | Q9HBX9 | activity change, negative = inhibition, % at 57.5 µM | HEK293-RXFP1, relaxin-stimulated cAMP HTRF, 30 min; hits give low values | actives 0.59% (n = 350,000);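 active means activity change of -60% or lower, but not beyond a set lower limit; inconclusive means change between -60% and -40%, or beyond the set limit; inactive means change above -40%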; further: on the % scale 0 is the no-effect control and ±100 the full control effect
POLK inh: inhibitors of human DNA polymerase kappa; Q9UBT6; purified Pol kappa, fluorescent DNA synthesis assay, 10 min; Potency, µM (series often up to 107 µM), without a hit: top-dose activity, negative = inhibition, actives largely listed as inhibitors; actives 0.53% (n = 400,000); further: potency means the concentration at half of the fitted maximal effect; on the % scale 0 is the no-effect control and ±100 the full control effect
Target sequence (Q9UBT6 whole entry, looked up): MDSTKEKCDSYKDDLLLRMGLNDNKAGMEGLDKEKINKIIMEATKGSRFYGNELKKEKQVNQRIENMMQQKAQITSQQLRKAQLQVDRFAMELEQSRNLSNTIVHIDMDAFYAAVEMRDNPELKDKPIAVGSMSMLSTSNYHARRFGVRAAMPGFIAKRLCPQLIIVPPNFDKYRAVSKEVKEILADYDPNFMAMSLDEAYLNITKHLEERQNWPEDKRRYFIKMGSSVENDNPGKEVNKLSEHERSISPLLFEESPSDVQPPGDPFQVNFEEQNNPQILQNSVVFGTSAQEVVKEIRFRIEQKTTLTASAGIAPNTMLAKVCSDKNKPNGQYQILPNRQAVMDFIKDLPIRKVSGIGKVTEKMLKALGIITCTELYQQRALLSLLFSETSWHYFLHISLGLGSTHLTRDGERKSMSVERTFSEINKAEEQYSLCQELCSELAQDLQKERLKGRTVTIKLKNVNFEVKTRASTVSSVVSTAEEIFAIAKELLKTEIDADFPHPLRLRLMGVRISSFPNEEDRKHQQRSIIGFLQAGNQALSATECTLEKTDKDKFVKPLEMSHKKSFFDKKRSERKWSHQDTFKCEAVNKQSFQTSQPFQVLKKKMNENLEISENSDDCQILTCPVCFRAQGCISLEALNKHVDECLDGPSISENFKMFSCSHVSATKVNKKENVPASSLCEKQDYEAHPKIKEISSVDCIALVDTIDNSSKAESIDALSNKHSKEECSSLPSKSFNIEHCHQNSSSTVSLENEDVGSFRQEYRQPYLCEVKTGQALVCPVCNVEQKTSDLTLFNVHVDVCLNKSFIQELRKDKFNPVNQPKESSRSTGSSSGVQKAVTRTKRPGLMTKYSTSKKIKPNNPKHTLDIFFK
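Kinetic fluorescence readout at 0 and 10 min followed reaction start with substrate at 50 nM final. Beforehand, enzyme (10 nM Pol kappa) stood 15 min with compound at room temperature; buffer-only wells were negative controls.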
APE1 inh: APE1 (human) endonuclease inhibition. P27695. recombinant APE1, TAMRA/BHQ-2 abasic DNA cleavage fluorescence. Potency, µM (titrated, usually from 65.8 µM), for inactives: at the top dose activity change, negative = inhibition, hits mostly inhibitors. actives 0.35% (n = 350,000);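 further: potency means the concentration at half of the fitted maximal effect; plate controls were vehicle for no effect and reference inhibitor for full effect; nearly all actives have a fitted effect of over 55% in size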
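0.75 nM APE1 + cpd, 15 min RT; start w/ 50 nM TAMRA/BHQ-2 THF-abasic dsDNA; kinetic fluor 525/598 nm ×3 reads @60 s; Δ(read3−read1); normalized to DMSO and NSC13755 control wells.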
Pol eta inh: blocks human DNA polymerase eta activity; Q9Y253; actives 1.2% (n = 390,000); AID 588591; Potency, µM (doses to about 114 µM), without a hit: at the top dose activity change, negative = inhibition, most hits filed as inhibitors; recombinant Pol eta, fluorescent DNA replication assay; further: potency means the concentration at half of the fitted maximal effect; on the % scale 0 is the no-effect control and ±100 the full control effect
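Pol eta at 10 nM preincubated with compounds 15 min at room temperature; reaction started with fluorescent substrate (50 nM final) and read kinetically at 0 and 10 min.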
Anesthetic bind: binds horse apoferritin like a general anesthetic; P02791; apoferritin/1-aminoanthracene competitive binding, fluorescence; Potency, µM (doses to about 77.5 µM), for the others: at the top dose activity change, negative = displacement, most hits filed as inhibitors; actives 0.074% (n = 350,000); AID 485281; further: potency means the concentration at half of the fitted maximal effect; on the % scale 0 is the no-effect control and ±100 the full control effect; nearly all actives have a fitted effect of over 20% in size
Target sequence (P02791 2-175 limits assumed): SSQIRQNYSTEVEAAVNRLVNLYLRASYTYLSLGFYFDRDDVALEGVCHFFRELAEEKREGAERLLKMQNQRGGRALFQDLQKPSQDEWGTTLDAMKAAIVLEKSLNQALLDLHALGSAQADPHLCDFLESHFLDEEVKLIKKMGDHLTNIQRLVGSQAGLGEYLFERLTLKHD
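Probe: 1-aminoanthracene (50% saturated, PBS). Protein: horse-spleen apoferritin, 10 uM. Incubation: 10 min, room temperature. Detection: 380 nm excitation, 535 nm emission. Analysis: normalized response, four-parameter Hill.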
POLB inh: blocks human DNA polymerase beta activity; AID 485314; Potency, µM (doses to about 114 µM), without a hit: at the top dose activity change, negative = inhibition, most hits filed as inhibitors; Pol beta primer extension/strand displacement, fluorescence kinetic; actives 1.3% (n = 340,000); P06746; further: potency means the concentration at half of the fitted maximal effect; on the % scale 0 is the no-effect control and ±100 the full control effect
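Preincubation: enzyme (10 nM) with compound, 15 min, RT. Reaction: substrate added to 50 nM final. Reads: 0 and 10 min. Analysis: normalized, Hill fit.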
Tb PGK inh: blocks T. brucei phosphoglycerate kinase; P07378; PGK/GAPDH coupled, Kinase-Glo luminescence, 60 min; Potency, µM (doses to about 57.5 µM), for inactives: top-dose activity change, negative = inhibition, hits mostly inhibitors; actives 0.043% (n = 380,000); AID 602233; further: potency means the concentration at half of the fitted maximal effect; on the % scale 0 is the no-effect control and ±100 the full control effect; nearly all actives have a fitted effect of over 60% in size
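Recombinant glycosomal PGK reaction used 1,3-bisphosphoglycerate generated in-well by GAPDH (100nM final) in 100mM TEA pH 7.6, 5mM MgCl2, 0.01% Tween-20. After 60 minutes at room temperature, ATP was read by Kinase-Glo Plus luminescence end-point.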
Numbers without * were called inactive; i = inactive; ? = inconclusive; . = not tested or not shown; [ ] = remark or other dose. Unless noted, the call rests on the fitted dose curve; in most records, active means well fitted curve in the direction sought with a large enough effect; inconclusive means small, poorly fitted or top-dose-only effect, or another doubt; inactive means no such curve, though single readings can be large; an effect the other way counts as inactive or inconclusive.

SMILES	BLM helicase inh	POLI inh	RXFP1 antag	POLK inh	APE1 inh	Pol eta inh	Anesthetic bind	POLB inh	Tb PGK inh
Cc1cc(NC(=O)C(C)Oc2ccc(C(C)(C)C)cc2)no1 (stereo not given)	-2%	32%[activator]	-7	5%	8%	-9%	?	11%	0%
CC(=O)Nc1ccc(NC(=O)C2CCCN2C(=O)Nc2ccc(F)c([N+](=O)[O-])c2)cc1 (stereo not given)	-1%	8%	-7	-12%	-10%	0%	-12%	3%	-3%
Cc1cc(NC(=O)Cn2cnc3c(cnn3C(C)(C)C)c2=O)no1	0%	2%	4	-1%	0%	-2%	-3%	1%	-7%
CCN(C(=O)COC(=O)/C=C/c1cccc([N+](=O)[O-])c1)c1c(N)n(Cc2ccccc2)c(=O)[nH]c1=O	.	16%	-1	2%	5%	-3%	.	.	i
O=C(NNC(=O)c1ccccc1O)c1ccco1	1%	22%	13	-4%	-1%	-4%	-6%	2%	1%
CNCc1ccccc1Sc1ccc(OC)c(OC)c1	4%	18%	-12	-1%	-3%	-22%	-14%	23%	-1%
COc1ccc(CN(C(=O)CSc2nnc(-c3ccccc3C)o2)c2ccc(F)cc2)cc1	-4%	-4%	-8	-17%	1%	-5%	60%[activator]	1%	-5%
CCOC(=O)C1CCN(C(=O)c2cccnc2)CC1	1%	-37%	-1	-2%	3%	4%	-9%	1%	i
COc1ccc(NC(=O)Cc2c(C(=O)O)n(C)c3ccccc23)cc1OC	1%	46%[activator]	-20	-10%	-12%	4%	1%	0%	i
Cc1ccc(O)c(-c2[nH]ncc2C(=O)c2ccc(Cl)cc2)c1	-7%	-20%	-1	-19%	25%	-8%	1%	2%	3%
S=C(Nc1ccccc1)N1N=C(c2cccs2)CC1c1cccs1 (stereo not given)	-9%	34%[activator]	-32	0%	-3%	-13%	4%	22%	9%
CC1=CC(c2ccc(Cl)cc2)n2nc(NC(=O)CCC(=O)O)nc2N1 (stereo not given)	-5%	27%	2	-16%	3%	-10%	131%[activator]	2%	i
O=C(O)c1ccc2c3c(ncnc13)-c1ccccc1C2=O	-2%	?	-3	-17%	-6%	?	-14%	31%	-9%
CCOC(=O)C1(Cc2cccc(OC)c2)CCN(Cc2csc(C(C)=O)c2)CC1	-1%	-20%	6	?	6%	-8%	-22%	-16%	-11%
Cc1nc(-c2ccccn2)nc(N(C)c2ccccc2)c1Cl	-3%	18%	3	-9%[60.1 µM]	29%	-4%	2%	14%	-4%
Brc1cccc(CNCC2CCCO2)c1 (stereo not given)	-3%	97%[activator]	-14	-6%	-4%	1%	-4%	-1%	1%
O=c1oc2c(CN3CCOCC3)c(O)c(Cl)cc2c2c1CCC2	2%	.	.	.	-8%	.	574%[activator]	?	.
CN1CCC(NC(=S)Nc2cccc([N+](=O)[O-])c2)CC1	2%	40%	4	11%	-1%	-6%	-12%	11%	0%
O=C(Nc1cccnc1)c1cc(Cl)ccc1Cl	-2%	-6%	3	-22%	36%	-10%	22%	17%	0%
CN(C(=O)CN1C(=O)c2cc(Cl)c(Cl)cc2C1=O)C1CCS(=O)(=O)C1 (stereo not given)	.	4%	-19	-5%	-3%	-13%	.	.	-2%
COc1ccc(NC(=O)C2CCCN(S(=O)(=O)c3c(C)n[nH]c3C)C2)cc1 (stereo not given)	-3%	-1%[58.9 µM]	3	-2%	-4%	10%	3%	0%	-5%
COc1ccc(/C=C/c2nc(C#N)c(N3CCCCC3)o2)cc1OC	-7%	0%	.	-5%	.	-22%	516%[activator]	7%	-2%
Cc1cc(S(=O)(=O)Nc2cc3c(cc2NCc2ccccc2)n(C)c(=O)n3C)ccc1F	-6%	-14%	-7	-10%	.	-8%	-9%	7%	0%
O=C(NC1CCCCC1)c1ccc(-c2ccccc2[N+](=O)[O-])o1	-3%	66%[activator]	8	-2%	-11%	-12%	?	19%	-2%
Cc1cc2oc(C(=O)N(Cc3ccc(N(C)C)cc3)Cc3ccco3)c(C)c2cc1Cl	-5%	?	1	2%	.	.	44%[activator]	14%	.
Nc1c(C(=O)c2ccccc2O)cnn1-c1ccc(S(=O)(=O)N2CCOCC2)cc1[N+](=O)[O-]	-9%	.	.	.	-6%	.	-10%	0%	.
CC(=O)Nc1ccc(Nc2nc3c(S(=O)(=O)c4cc(C)ccc4C)nnn3c3ccsc23)cc1	-9%	-16%	-1	4%	.	-6%	85%[activator]	16%	i
Cc1cccc(NC(=O)c2ccccc2Br)n1	-3%	7%	.	1%	-5%	-4%	-14%	19%	i
O=C(CCCOc1ccc(Cl)cc1Cl)N/N=C/c1cccc([N+](=O)[O-])c1	-9%	?	-11	3%[60.1 µM]	4%	?	-7%	?	-14%
COc1cc2c(cc1OC)CN(CC(=O)Nc1ccc3c(c1)OCO3)CC2	-5%	11%	-2	-3%	0%	-8%	-14%	86%	-1%
Cc1nc2ccc(S(=O)(=O)NC(C(=O)NCc3ccccc3Cl)C(C)C)cc2s1 (stereo not given)	1%	67%[activator]	.	-22%	.	-15%	-15%	0%	-3%
Cc1ccc(CNC(=O)CN2C(=O)NC(C)(c3ccc(Cl)cc3)C2=O)cc1 (stereo not given)	-5%	8%	-10	3%	24%	-12%	-7%	12%	i
CN(c1ccc(C(=O)NCc2ccc3c(c2)OCO3)cc1)S(=O)(=O)c1ccccc1	-2%	?	7	-23%	-1%	-11%	-7%	1%	-2%
OCCN(Cc1ccccc1)CC1CC2C=CC1C2 (stereo not given)	-8%	14%	9	-17%	4%	-6%	-8%	-2%	-2%
O=S(=O)(Cc1ccccc1Cl)Nc1ccccn1	0%	12%	-13	2%	-1%	-3%	-2%	-20%	.
Cc1ccc2c(C(=O)CN3CCOCC3)c(C)[nH]c2c1	0%	9%	-1	-8%	-2%	10%	-1%	-19%	-2%
CN(c1ccccc1)C(CNS(=O)(=O)c1ccccc1)c1ccccc1 (stereo not given)	-14%	11%	-11	-1%	.	.	80%[activator]	-6%	.
COc1ccc(CNC(=O)COC(=O)CCS(=O)(=O)c2ccc(C)cc2)cc1OC	.	19%	-23	-9%	-13%	-7%	.	.	0%
CCN(CC(=O)NCc1ccc(Cl)cc1)C(=O)/C=C/c1ccc(Cl)c([N+](=O)[O-])c1	-16%	2%	4	-8%	-22%	-9%	-7%	?	0%
CC(=O)Nc1ccc(NC(=O)C2CC(=O)N(Cc3ccccc3)C2)cc1 (stereo not given)	-1%	-13%	-4	-22%	8%	-2%	-5%	48%	-5%
Cc1cc(Br)ccc1NC(=O)CCN1C(=O)c2ccncc2C1=O	-1%	-8%	15	-13%	-2%	-12%	-4%	0%	-6%
Nc1ccc(N2CCN(c3ccccc3)CC2)c(F)c1	-3%	149%[activator]	4	-1%	15%	0%	-8%	24%	3%
CCOC(=O)C1=C(c2ccccc2)NC(=S)NC1c1cccc([N+](=O)[O-])c1 (stereo not given)	2%	19%	.	-10%	0%	-22%	-7%	0%[57.1 µM]	-8%
CCOc1c(Br)cc(C(=O)OCC(=O)N2CCc3ccccc3C2)cc1OC	.	-23%	4	-12%	-6%	-16%	.	.	-9%
CCOc1ccc(Nc2ncnc3c2c(-c2ccccc2)cn3-c2cccc(C)c2)cc1	-4%	-1%	16	-7%[60.1 µM]	.	-7%	46%[activator]	8%	14%

A different layout for eleven compounds above:
Below each SMILES – BLM helicase inh | POLI inh | RXFP1 antag | POLK inh | APE1 inh | Pol eta inh | Anesthetic bind | POLB inh | Tb PGK inh
> OCCN(Cc1ccccc1)CC1CC2C=CC1C2 (stereo not given)
→ -8% | 14% | 9 | -17% | 4% | -6% | -8% | -2% | -2%
> O=S(=O)(Cc1ccccc1Cl)Nc1ccccn1
→ 0% | 12% | -13 | 2% | -1% | -3% | -2% | -20% | .
> Cc1ccc2c(C(=O)CN3CCOCC3)c(C)[nH]c2c1
→ 0% | 9% | -1 | -8% | -2% | 10% | -1% | -19% | -2%
> CN(c1ccccc1)C(CNS(=O)(=O)c1ccccc1)c1ccccc1 (stereo not given)
→ -14% | 11% | -11 | -1% | . | . | 80%[activator] | -6% | .
> COc1ccc(CNC(=O)COC(=O)CCS(=O)(=O)c2ccc(C)cc2)cc1OC
→ . | 19% | -23 | -9% | -13% | -7% | . | . | 0%
> CCN(CC(=O)NCc1ccc(Cl)cc1)C(=O)/C=C/c1ccc(Cl)c([N+](=O)[O-])c1
→ -16% | 2% | 4 | -8% | -22% | -9% | -7% | ? | 0%
> CC(=O)Nc1ccc(NC(=O)C2CC(=O)N(Cc3ccccc3)C2)cc1 (stereo not given)
→ -1% | -13% | -4 | -22% | 8% | -2% | -5% | 48% | -5%
> Cc1cc(Br)ccc1NC(=O)CCN1C(=O)c2ccncc2C1=O
→ -1% | -8% | 15 | -13% | -2% | -12% | -4% | 0% | -6%
> Nc1ccc(N2CCN(c3ccccc3)CC2)c(F)c1
→ -3% | 149%[activator] | 4 | -1% | 15% | 0% | -8% | 24% | 3%
> CCOC(=O)C1=C(c2ccccc2)NC(=S)NC1c1cccc([N+](=O)[O-])c1 (stereo not given)
→ 2% | 19% | . | -10% | 0% | -22% | -7% | 0%[57.1 µM] | -8%
> CCOc1c(Br)cc(C(=O)OCC(=O)N2CCc3ccccc3C2)cc1OC
→ . | -23% | 4 | -12% | -6% | -16% | . | . | -9%

The list is partial; the hit share may differ from the screen's.
